Bioassay records from PubChem BioAssay.
ABCB6 inh MLPCN – human ABCB6 transporter inhibition; Q9NP58; K562-ABCB6 porphyrin accumulation, flow cytometry, 1 h; stronger effect = lower value; fluorescence ratio to DMSO, % at 10 µM; actives 0.19% (n = 360,000); AID 602162;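 active = fluorescence ratio to DMSO below 75%, the collection mean minus 3 SD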;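 also: signal is porphyrin accumulated inside mitochondria; 100% equals median channel fluorescence of DMSO control wells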
PDI turbidity – inhibitors of human protein disulfide isomerase; PDI insulin aggregation turbidity, A650, 90 min; inhibition, % at 10 µM; actives 0.052% (n = 350,000);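 active = mean inhibition across replicates of 30% or more, whatever share of single replicates reach that level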;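 also: absorbance from insulin aggregation driven by PDI reduction with DTT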
N-glyco inh – blocks N-linked glycosylation in D54 reporter cells; D54 ERlucT glycosylation luciferase reporter, 24 h; percent of 100 nM tunicamycin response; reporter increase, % at 12.5 µM; actives 0.23% (n = 360,000); AID 588692;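 active = mean luciferase reporter signal, scaled so untreated is 0 and the glycosylation-blocking control 100, at or above a set limit in every replicate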;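 also: luciferase carries N-glycosylation sites so blocking glycosylation raises the light; 0% = median of neutral control wells and 100% = median of 100 nM tunicamycin wells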
aDG glyco act – increases alpha dystroglycan glycosylation | activation, % at 10 µM | actives 0.22% (n = 360,000) | Pro5-aDG cells, alpha-DG glycosylation AlphaScreen (IIH6); 0% Pro5, 100% B10-LARGE cell signal | AID 624168;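 active = activation of at least 8% versus controls, or a plate z-score of at least 8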;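 also: Pro5 are CHO cells carrying HIG-tagged alpha-DG that lacks glycosylation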
MC4R antagonist – antagonists of human melanocortin 4 receptor (MC4R); actives 0.48% (n = 360,000); MC4R-expressing cells, MTII-stimulated cAMP, LANCE TR-FRET; P32245; inhibition, % at 6.5 µM;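 active = inhibition above its plate's cutoff, the mean of tested wells on that plate plus 3 SD, cut at about 29% in these data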;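 also: 0% = Melanotan II alone and 100% = Melanotan II plus saturating MCL0020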
Target sequence (P32245 whole entry, looked up): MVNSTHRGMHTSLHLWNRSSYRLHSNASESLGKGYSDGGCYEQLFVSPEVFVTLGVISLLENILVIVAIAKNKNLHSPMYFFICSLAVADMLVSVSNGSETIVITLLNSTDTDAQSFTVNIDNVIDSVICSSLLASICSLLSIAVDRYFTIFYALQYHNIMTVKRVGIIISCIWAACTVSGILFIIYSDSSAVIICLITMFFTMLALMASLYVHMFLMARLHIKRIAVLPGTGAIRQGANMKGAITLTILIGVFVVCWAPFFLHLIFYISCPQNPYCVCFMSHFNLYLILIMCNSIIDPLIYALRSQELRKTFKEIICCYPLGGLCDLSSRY
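system = U2OS cells with stable human MC4R expression | also added = Melanotan II challenge after compound preincubation | dosing = one concentration, 6.5 µM nominal | incubation = compound 30 min, challenge 1 h, detection 1 h | measured by = TR-FRET with Eu-cAMP and labeled anti-cAMP, 671 nm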
HTR2A ag – activates the mouse 5-HT2A serotonin receptor. P35363. CHO-K1 mHTR2A beta-arrestin complementation, luminescence; percent of 30 µM serotonin response. activation, % at 7.6 µM. actives 0.66% (n = 360,000). AID 624169;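 active = activation above a run cutoff, the mean activation of all tested compounds plus 3 SD, cut at about 14% in these data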;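 also: 0% = plate median of compound wells and 100% = 30 µM serotonin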
Target sequence (P35363 whole entry, looked up): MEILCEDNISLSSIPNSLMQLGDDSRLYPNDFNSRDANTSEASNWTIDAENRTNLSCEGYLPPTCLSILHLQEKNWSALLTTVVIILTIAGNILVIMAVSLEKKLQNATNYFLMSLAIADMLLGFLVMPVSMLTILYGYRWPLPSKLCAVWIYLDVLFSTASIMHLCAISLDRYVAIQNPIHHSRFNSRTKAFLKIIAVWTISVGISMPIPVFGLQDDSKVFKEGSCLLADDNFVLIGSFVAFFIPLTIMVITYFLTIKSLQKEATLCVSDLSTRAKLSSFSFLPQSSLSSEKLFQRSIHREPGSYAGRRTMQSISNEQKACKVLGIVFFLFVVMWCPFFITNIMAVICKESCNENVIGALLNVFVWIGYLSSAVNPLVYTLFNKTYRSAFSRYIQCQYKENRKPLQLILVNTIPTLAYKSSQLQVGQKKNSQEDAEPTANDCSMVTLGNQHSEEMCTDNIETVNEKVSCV
CaV13 FRET inh – Primary screen for inhibitors of IQ motif and Ca2+-dependent inactivation inhibitor domain binding in CACNA1D, Förster resonance energy transfer in living cells, …; inhibition, % at 12.3 µM; AID 743397; actives 0.098% (n = 340,000); HEK cells, CFP/YFP FRET ICDI-IQ, plate reader, 10 min; percent FRET-ratio fall versus neutral wells;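 active = mean replicate inhibition of at least 30% and at least 1% of replicates passing that level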;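 also: 0% = median of the neutral control wells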
MC4R barr agon – activates human MC4R beta-arrestin recruitment; U2OS MC4R beta-arrestin complementation, luminescence; percent of melanotan II response, DMSO zero; activation, % at 8.9 µM; actives 0.98% (n = 360,000); AID 540308;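 active = activation above a per-plate cutoff, the mean activation of sample wells on that plate plus 3 SD, cut at about 8% in these data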
Vif inh – blocks HIV Vif function; HEK293T cells, Vif self-association by quenched fluorescence, imaging, 24 h; inhibition, % at 7.49 µM; actives 0.35% (n = 340,000); in the data active = inhibition above about 50%, passing the limit was not always enough; also: some results filed as inactive read as strong as hits
H9c2 protect – modulators protecting cardiomyocytes from myocardial damage. H9c2 cardiomyocytes, H2O2 injury protection, ATPLite, 2 h. protection from H2O2 cell death, % at 20 µM. actives 0.63% (n = 360,000). AID 588492;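 active = compounds giving at least 50% protection of heart cells from peroxide-induced death in the single-dose screen, raw or plate-pattern-corrected value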;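 also: 0% = DMSO wells with peroxide and 100% = DMSO wells without peroxide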
Active calls of the source: *; / = not tested or not shown.

SMILES | ABCB6 inh MLPCN | PDI turbidity | N-glyco inh | aDG glyco act | MC4R antagonist | HTR2A ag | CaV13 FRET inh | MC4R barr agon | Vif inh | H9c2 protect
CCN(c1ccc(OC)cc1)S(=O)(=O)N1CCCC(C(=O)NCc2ccc(OC(C)C)cc2)C1 (configuration not stated) | 95 | -2 | -4 | -0.1 | 8 | 9 | -9 | 1.1 | -16 | -12
COc1ccc2c(c1)C1(Nc3ccccc3-c3nc4ccccc4n31)C(=O)N2C (configuration not stated) | 104 | -1 | -2 | 0.3 | 15 | -6 | 0 | -1.2 | / | -15
Cc1ccc(/C=C2/Sc3ccc(C(=O)N4CCN(C)CC4)cc3NC2=O)cc1 | 104 | 1 | -4 | 0.8 | 13 | 1 | -7 | 0.7 | -4 | -2
Cc1ccccc1NC(=O)c1sc2nc(N3CCOCC3)c3c(c2c1N)CCCC3 | 96 | -1 | 2 | -0.1 | 7 | 5 | -5 | -0.8 | 1 | 4
Cc1c(C(=O)N/N=C/c2ccc(N(C)C)cc2)[nH]c2ccc(Cl)cc12 | 96 | 3 | 6 | -0.3 | -25 | 1 | -21 | 3.3 | / | 13
CN1CCN(CCCNC(=O)c2ccc(/C=C3\Sc4ccccc4N(Cc4ccccc4F)C3=O)cc2)CC1 | 92 | -5 | -2 | 0.2 | 9 | -6 | -14 | 8.9* | -11 | -26
Cc1ccc2c(c1)C1C3CCC(C3)C1S(=O)N2 (configuration not stated) | 90 | 1 | 1 | 0.0 | 2 | -2 | -7 | -2.0 | 0 | -1
CS(=O)(=O)c1ccc(Cl)c(NC(=O)CN2CCCC2c2ccc3c(c2)OCCCO3)c1 (configuration not stated) | 96 | 1 | -2 | -0.8 | 13 | 5 | -5 | -1.1 | 13 | -12
O=C(c1ccccn1)N1CCN(c2cccc(C(F)(F)F)c2)CC1 | 102 | -1 | 1 | 0.2 | 13 | 8 | 7 | -1.2 | -1 | 1
CC(=O)c1ccc(NC(=O)CCn2c(=S)oc3ccccc32)cc1 | 96 | 9 | 1 | -0.1 | 2 | 1 | -18 | 0.9 | 13 | 6
Nc1ncc(-c2ccc(-c3ccccc3)cc2F)cc1-c1ccccc1F | 87 | -2 | 5 | 0.1 | 10 | -3 | -11 | -1.6 | 6 | -6
CC1CN(c2ncc(/C=N/NC(=O)c3ccccc3O)s2)CC(C)O1 (configuration not stated) | 99 | 12 | -1 | -0.1 | 4 | -3 | -3 | -3.1 | 8 | 14
COc1ccc(/C=C2\N=C(C)N(c3ccc4ccccc4c3)C2=O)cc1OC | 111 | -6 | -1 | 0.1 | -4 | -4 | -27 | 2.6 | -2 | 3
CCOC(=O)C1(C)CCN1C(=O)c1cc2ccccc2s1 (configuration not stated) | 91 | 1 | 1 | -0.1 | 1 | -7 | -5 | -0.3 | 9 | 3
CCC(C)C(CO)NCCCn1cnc2c(OC)ncnc21 (configuration not stated) | 92 | 3 | 0 | -0.1 | 6 | 4 | -5 | -0.2 | 5 | 14
O=C(Nc1ccc(S(=O)(=O)N2CCCC2)cc1)c1cccc(OC(F)F)c1 | 90 | -3 | -4 | 0.1 | 1 | -4 | -6 | -1.6 | 8 | -4
Cc1ccc2cc(CN(Cc3nnnn3C3CCCC3)C3CCCCC3)c(=O)[nH]c2c1C | 108 | -3 | 1 | 0.1 | 4 | -2 | -9 | -1.6 | -7 | 2
COc1ccc(OC)c(S(=O)(=O)NCC(c2ccco2)S(=O)(=O)c2ccccc2)c1 (configuration not stated) | 101 | 8 | 1 | 1.1 | 6 | -3 | -2 | -0.9 | 8 | -4
Cc1c(Br)c(C(F)(F)F)nn1CC(=O)NCc1ccccc1 | 98 | 2 | 0 | 0.3 | 2 | 0 | -3 | -2.9 | -9 | 2
Brc1ccccc1-c1nnc(-c2cccnc2)o1 | 100 | 7 | -2 | 0.3 | -1 | -3 | -4 | -0.2 | -5 | 1
CC(=O)c1c(C)[nH]c(C(=O)OCC(=O)Nc2ccc(Cl)cc2[N+](=O)[O-])c1C | 90 | 2 | -1 | 8.4* | 13 | 5 | -5 | -2.1 | -15 | -25
O=C1NCCN(Cc2ccc(Cl)c(F)c2)C1CC(=O)N1CCCO1 (configuration not stated) | 88 | -2 | 1 | -0.1 | -4 | 1 | -3 | -0.2 | -8 | 2
COc1ccc(/C=C/C(=O)NC(=S)N2CCN(c3ccccn3)CC2)cc1OC | 99 | -4 | 1 | -0.3 | 11 | -7 | -2 | -1.2 | -1 | 6
Cc1ccc(Cn2c(=S)[nH]c3ccccc3c2=O)cc1 | 96 | -1 | 0 | -0.1 | 19 | 0 | -19 | 3.5 | 4 | -1
O=C1C(Cc2ccccc2)S/C(=N/N=C/c2ccco2)N1c1ccccc1 (configuration not stated) | 108 | -4 | -2 | -0.3 | 7 | 2 | / | 8.4* | 29 | -24
COc1ccccc1C(=O)Nc1ccnn1C1CCN(Cc2ncc[nH]2)CC1 | 102 | 0 | 3 | 0.0 | -1 | 2 | -7 | -3.5 | 18 | 5
CCn1nc(C)c(Br)c1Nc1ccc(Br)cc1 | 101 | 1 | 0 | -0.3 | -1 | -6 | -5 | -0.9 | 9 | -2
Cc1sc2ncnc(Nc3ccccc3)c2c1C | 101 | 4 | 3 | 0.0 | 2 | 4 | -5 | 0.5 | / | -5
Cc1cc(Cl)cc(C)c1OCCCCn1ccnc1 | 92 | 1 | -1 | 0.2 | -2 | -3 | -8 | 0.4 | / | -2
Cc1cc(C)n2nc(C(=O)OCC(=O)N(Cc3ccccc3)C(C)C)nc2n1 | 94 | -2 | 1 | 0.1 | 6 | 1 | -4 | -1.4 | -12 | 4
CC(C)CCn1c(CN2CCN(c3cccc(Cl)c3)CC2)nc2c1c(=O)n(C)c(=O)n2C | 97 | / | 2 | 0.0 | 14 | -6 | -10 | 3.1 | 6 | -12
Cc1cc(N2CCN(C)CC2)nc2ccc(NC(=O)c3cccnc3Cl)cc12 | 93 | 11 | 3 | 0.0 | 3 | -4 | / | -1.0 | 9 | 0
COc1ccc(/C=N\NC(=O)c2ccc(Cn3cc(Br)c([N+](=O)[O-])n3)o2)c(OC)c1C | 94 | -9 | 2 | 0.3 | -13 | 3 | -4 | 1.1 | / | 34
CCCN1C(=O)c2cc(C(=O)Nc3cccc(C(C)=O)c3)ccc2C1Nc1cccc(C(C)=O)c1 (configuration not stated) | 93 | -2 | 2 | -0.2 | 4 | 2 | -4 | -3.0 | -3 | 52*
COc1ccc(C(=O)N[C@H](C(=O)NCCCn2nc(C)cc2C)C(C)C)cc1 | 93 | 5 | 3 | -0.1 | 15 | 2 | -6 | -1.4 | -4 | -3
c1ccc2c(c1)CCCC2C1=NCCN1 (configuration not stated) | 103 | -1 | 0 | -0.1 | 8 | -4 | -5 | 0.3 | -2 | 2
COCCSc1nc2c(c(=O)[nH]c(=O)n2C)n1CCC(C)C | 98 | -2 | -1 | 0.3 | -3 | -2 | -6 | 0.1 | 0 | 8
COc1ccccc1N(CC(=O)N1CCCCC1)S(=O)(=O)c1ccccc1 | 92 | 2 | 2 | 0.1 | 8 | 0 | -5 | -0.5 | 3 | 2
C#CCn1c(=NC(=O)CSCC(=O)N2CCOCC2)sc2ccccc21 | 98 | 1 | 0 | -0.1 | -2 | 2 | -7 | 2.2 | -4 | -4
N#C/C(=C(/O)CCl)c1nc(-c2ccccc2)cs1 | 120 | 3 | 1 | 0.2 | 26 | -1 | -4 | -0.1 | / | -4
CC(C)(C)OC(=O)N1CCCC1C(=O)NC(Cc1ccccc1)C(=O)O (configuration not stated) | 100 | 1 | 2 | 0.0 | 2 | 5 | -3 | -3.4 | 7 | 9
COc1ccc(C(=O)COC(=O)CNC(=O)c2cc(OC)cc(OC)c2)cc1 | 107 | -3 | 2 | 0.2 | 17 | -1 | -2 | 0.5 | 1 | 0
Cc1nnc(SC(C)C(=O)NC2CCCc3ccccc32)n1-c1ccccc1 (configuration not stated) | 100 | -8 | 1 | -0.1 | 4 | -1 | -2 | -1.7 | -5 | 2
O=C1c2ccccc2C(c2nnnn2-c2ccc3c(c2)OCCO3)N1Cc1ccc(F)cc1 (configuration not stated) | 99 | / | / | -0.2 | / | 2 | -8 | / | / | /
O=C(NCc1ccccc1CN1CCCC1)C1CCN(S(=O)(=O)c2ccc(F)c(F)c2)CC1 | 102 | 4 | -2 | 0.0 | -6 | 3 | -6 | -2.0 | -9 | 10
COc1ccc(CNC(=O)C2CCCN(S(=O)(=O)c3ccc4c(c3)C(C)(C)C(=O)N4C)C2)cc1 (configuration not stated) | 87 | -8 | 0 | 0.1 | 13 | -1 | -6 | -1.1 | -3 | 0
CCOC(=O)[C@@H]1[C@H]2COc3ccccc3[C@H]2N2C(=O)N(c3ccc(Cl)cc3)C(=O)[C@]12C | 94 | -4 | -4 | 0.6 | 1 | 6 | -4 | -1.4 | 2 | -6
CC1CCCN(c2nc(N(C)c3ccccc3)nc(N)c2[N+](=O)[O-])C1 (configuration not stated) | 101 | -1 | -5 | 0.0 | 16 | -8 | -5 | 1.4 | -4 | -2
CC1CN(C(=O)CSc2nc(-c3ccc(F)cc3)cs2)CC(C)O1 (configuration not stated) | 95 | 12 | 1 | 0.0 | 3 | -2 | -5 | -3.4 | 1 | -24
COc1ccc(Br)c(C(=O)OCC(=O)N2CCc3ccccc32)c1 | 95 | 1 | 1 | 0.1 | 0 | 3 | -14 | 1.0 | -8 | 4
COc1cccc(NC(=S)NCc2ccccc2)c1 | 98 | 2 | -1 | 0.0 | 6 | -2 | 3 | -1.8 | -1 | -1
CCOc1ccc(NC(=O)Nc2ccc(Br)cn2)cc1 | 94 | -10 | 2 | 0.4 | 19 | 2 | -5 | 4.4 | 4 | -3
CCOCCCNCc1cc(Cl)ccc1OCC | 96 | 1 | 0 | -0.2 | 3 | -4 | -1 | -2.5 | -6 | 0
CC(C(=O)Nc1ccccc1C(=O)N1CCOCC1)N(c1ccccc1)S(C)(=O)=O (configuration not stated) | 95 | -7 | 0 | 0.0 | 10 | -1 | -6 | -1.7 | 7 | 5
Cc1ccc(NC(=O)c2ncn(CCCN3CCN(Cc4cccc5ccccc45)CC3)n2)cc1C | 98 | -17 | -4 | 0.2 | 6 | -7 | -5 | 16* | / | -16
O=C(N/N=C/c1ccccc1Cl)c1n[nH]c2c1CCCC2 | 99 | -9 | -18 | -0.2 | 21 | -1 | -19 | 0.7 | -4 | -15
COc1cc(OC)cc(C(=O)N[C@H](C(=O)Nc2cccc(S(=O)(=O)N3CCCC3)c2)C(C)C)c1 | 98 | -1 | 1 | -0.2 | 18 | -4 | -6 | -1.1 | -12 | -8

Profiles, looked up by structure:
Listed for O=C(N/N=C/c1ccccc1Cl)c1n[nH]c2c1CCCC2 = ABCB6 inh MLPCN: 99; PDI turbidity: -9; N-glyco inh: -18; aDG glyco act: -0.2; MC4R antagonist: 21; HTR2A ag: -1; CaV13 FRET inh: -19; MC4R barr agon: 0.7; Vif inh: -4; H9c2 protect: -15
Listed for CCOCCCNCc1cc(Cl)ccc1OCC = ABCB6 inh MLPCN: 96; PDI turbidity: 1; N-glyco inh: 0; aDG glyco act: -0.2; MC4R antagonist: 3; HTR2A ag: -4; CaV13 FRET inh: -1; MC4R barr agon: -2.5; Vif inh: -6; H9c2 protect: 0
